From PubChem
TCR activator – activates T cell receptor signaling | primary human leukocytes, anti-CD3, IL-2 HTRF, 48 h | Potency, µM (highest dose often 9.22 µM), for the others: top-dose activation of IL-2 secretion, most hits filed as activators | 330,000 tested, under 10 active; also: % of control where 0% means no effect
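TCR engagement came from a-CD3 beads alone, with compounds added to primary human leukocytes for 48 hr. Secreted IL-2 bridged europium cryptate- and d2-labelled anti-IL-2 antibodies, giving FRET emission at 665nm after 320nm excitation.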
TRPV1 ag – human TRPV1 agonism. actives 0.19% (n = 320,000). TRPV1-expressing cells, Fluo-8 calcium influx, agonist mode. AID 540275. Q8NER1. activation, % at 8.33 µM; in the data active = activation above about 80%; inconclusive = between about 30% and that limit; also: 0% is about no effect
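Fluo-8 calcium influx in TRPV1-expressing cells, kinetic read (ex 480/em 520 nm). Compound added and read 3 min for agonist activity, followed by capsaicin at EC20 final and 2 min further read for enhancement.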
AT treatment – candidate therapy for ataxia-telangiectasia | […] A-T fibroblasts, KAP-1 phosphorylation AlphaLISA; neocarzinostatin DNA damage 30 min before lysis | Potency, µM (top dose mostly 57.5 µM), for the others: at the highest dose activation, actives largely listed as activators | actives 0.19% (n = 320,000) | AID 485349; also: potency is read from the fitted curve at half-maximal effect; % of control where 0% means no effect; nearly all actives have a fitted effect of over 45% in size
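ATM-like activity read as KAP-1 phosphorylation via AlphaLISA donor/acceptor antibody pairs after lysis and 6 hr at 25C. Cells were ATM-null patient fibroblasts ([…], hTERT), dosed 60 min, then exposed to the DSB inducer NCS for 30 min.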
ELG1 repair inh – ELG1-dependent DNA repair inhibition. HEK293T ELG1-luciferase reporter, luminescence, 16 h; DNA damage induced by 5-fluorouridine. Potency, µM (titrated, usually from 46.1 µM), for inactives: at the highest dose activity change, negative = inhibition, usual class: inhibitors. actives 2.3% (n = 330,000). AID 504467; also: potency is read from the fitted curve at half-maximal effect; % is scaled to controls: 0 for no effect and ±100 for the full control effect; nearly all actives have a fitted effect of over 55% in size
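Cells (2,000 per well) received 5-fluorouridine plus test compound or DMSO and were incubated 16 hr at 37 °C, 5% CO2. Luciferase activity was read by luminescence 30 min after ONE-Glo addition; signal suppression marked inhibition of damage-induced ELG1 function.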
TSHR antagonist – antagonists of human thyroid stimulating hormone receptor; TSHR-expressing cells, TSH-stimulated cAMP HTRF, 2 h; stronger effect = lower value; AID 504810; P16473; actives 0.2% (n = 330,000); activity change, negative = inhibition, % at 11.5 µM;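 active = activity change below a set negative limit, meaning inhibition stronger than a set level, cut at about -70% in these data; inconclusive = activity change between two set negative limits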; also: % is scaled to controls: 0 for no effect and ±100 for the full control effect
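Antagonism was scored as loss of TSH-driven cAMP in TSHR cells, stimulated with 4nM TSH (EC80) for 2 hours at 37 deg C and detected by homogeneous HTRF competition immunoassay.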
Eya2 phos inh – blocks the phosphatase activity of human Eya2. O00167. recombinant Eya2, OMFP fluorescence dephosphorylation (OMFP is methylfluorescein phosphate). Potency, µM (highest dose often 76.9 µM), for the others: at the highest dose activity, negative = inhibition, actives largely listed as inhibitors. actives 0.006% (n = 330,000). AID 488837; also: potency is read from the fitted curve at half-maximal effect; % is scaled to controls: 0 for no effect and ±100 for the full control effect
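Eya2 protein (added as 0.2 uM solution) was preincubated with compound for 10 min at ambient temperature in 50 mM HEPES pH 7.5, 50 mM NaCl, 5 uM MgCl2, 0.05% BSA, 1 mM DTT. OMFP (added at 50 uM) then reacted 10 min; fluorescence read at 485/525 nm.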
USP2a block – USP2a (human) protease inhibition. O75604. USP2 core, Ub-CHOP2 coupled fluorogenic reporter, 485/531. Potency, µM (doses to about 38.3 µM), without a hit: at the highest dose activity change, negative = inhibition, actives largely listed as inhibitors. actives 0.01% (n = 330,000);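 also: potency is read from the fitted curve at half-maximal effect; plate controls were DMSO wells for no effect and full inhibition by NEM control for full effect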
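Deubiquitinase activity read as fluorescence (485/531 nm) after Ub-CHOP2 cleavage activates the enterokinase reporter on its substrate; USP2 core 10nM, Ub-CHOP2 and substrate 25nM each, 30min compound preincubation then 60min RT; data normalized to NEM, curves fitted.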
KCNH2 3.1 block – inhibitors of human KCNH2 3.1 potassium channel isoform; U2OS KCNH2 3.1, thallium flux FluxOr; stronger effect = lower value; activity change, % (tested at about 1.8 µM); actives 0.95% (n = 340,000);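 active = maximum activity change below -70%; inconclusive = maximum activity change from -70% to -50%; inactive = maximum activity change above -50%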;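 also: thallium influx rate constant from kinetic fluorescence after stimulation buffer; % is scaled to controls: 0 for no effect and ±100 for the full control effect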
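Kinetic fluorescence (2 min after stimulation buffer) measures Tl+ influx through KCNH2 3.1 expressed by viral transduction in U2OS cells; the rate constant is normalized against DMSO controls serving as positive and negative references.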
Mito fusion act – inhibitors of mitochondrial division or activators of mitochondrial fusion | actives 0.23% (n = 320,000) | AID 485298 | Potency, µM (series often up to 46.1 µM), for inactives: top-dose growth rescue (activation), actives largely listed as activators | S. cerevisiae fusion-defective mutant growth rescue, CellTiterGlo 48 h;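 also: potency is read from the fitted curve at half-maximal effect; % of control where 0% means no effect; nearly all actives have a fitted effect of over 45% in size; temperature-sensitive fusion mutants such as fzo1-1 at 37 °C on non-fermentable ethanol glycerol medium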
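Luminescent cell viability in 1536-well qHTS format served as the measure of rescued growth in ts fusion-mutant S. cerevisiae cultured on non-fermentable YPEG for 48 hours at 37C.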
hERG WT inh – KCNH2 (human, wildtype) channel inhibition; U2OS, BacMam KCNH2, thallium flux FluxOr; stronger effect = lower value; actives 0.37% (n = 340,000); activity change, % at 1.84 µM;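 active = maximum activity change below -70%; inconclusive = maximum activity change between -70% and -50%; inactive = maximum activity change above -50%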; also: % is scaled to controls: 0 for no effect and ±100 for the full control effect
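U2OS cells were transduced with wild-type KCNH2 virus (2.03 x 10^8 / mL) for 4 h at room temperature, then cultured overnight at 37 C. Thallium flux was read with FluxOr dye. Rate constants were normalized to DMSO controls.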
Active calls of the source: *; ? = inconclusive; nt = not tested or not shown; [ ] = another dose, or the depositor's remark. Unless noted, calls follow the shape of the dose curve; as a rule, active = well fitted curve in the direction sought with a large enough effect; inconclusive = small, poorly fitted or top-dose-only effect, or another doubt; inactive = no such curve, though single readings can be large; an effect the other way counts as inactive or inconclusive. These rows are one share of the data; count on the stated rates, not on these rows.

mol,USP2a block,ELG1 repair inh,Mito fusion act,TCR activator,Eya2 phos inh,TRPV1 ag,KCNH2 3.1 block,hERG WT inh,TSHR antagonist,AT treatment
O=S1(=O)CCN2C=Nc3sc4c(c3C2=N1)CCCC4,-4%,2%,0%,-4%,3%,-3,8,10,9,-1%
Cc1csc(SCC(=O)NCc2ccc3c(c2)OCO3)n1,1%,-4%,-1%,-1%,6%,2,0,-4,-6,8%
CC1(C)Cc2c(sc3c2c(=N)n(Cc2ccco2)c(=O)n3Cc2ccc(F)cc2)CO1,-2%,18µM*,-2%,1%,-16%,25,1,2,9,13%
CCCS(=O)(=O)N1CCCC(C(=O)Oc2ccccc2Cl)C1 (configuration not stated),-1%,1%,3%,2%,-29%,18,12,15,0,1%
O=C(CSc1nc(-c2ccncc2)nn1CC(=O)N1CCCCC1)NC1CCCC1,3%,?,0%,4%,-9%,1,14,-3,1,1%
O=C(Nc1cccc([N+](=O)[O-])c1)C1C2CC/C=C\CCC21 (configuration not stated),-2%,2%,9%,2%,-2%,22,8,-9,-11,2%
COc1ccc(C2C(C(C)=O)=C(O)C(=O)N2Cc2cccnc2)cc1 (configuration not stated),-2%,14%,-5%,-6%[46.1 µM],2%,3,6,4,-2,-1%
Cc1ccc(NC(=O)Cn2c(=O)c3cccn3c3ccccc32)cc1,1%,?,-1%,-5%,7%,-2,5,11,15,0%
COc1ccc(-c2nnc3sc(CN4C(=O)c5ccccc5C4=O)nn23)cc1,0%,8%,15%,-10%,0%,-3,-23,36,-7,-3%
CCS(=O)(=O)C1=NSC2=NC(=O)/C(=C\c3ccc(OS(=O)(=O)c4ccccc4)c(OC)c3)C(=N)N21,3%,12%,-4%,0%,3%,0,2,-19,-11,4%
CC(C)(C)c1ccc(NC(=O)COC(=O)C2(C)CC2(Cl)Cl)cc1 (configuration not stated),3%,?,-1%,2%,-2%,?,-12,0,-1,1%
CC1(C)OC(C)(C)/C(=C\c2ccc(OCC(N)=O)cc2)C1=O,-5%,-17%,1%,5%,-2%,25,11,-11,6,4%
Cn1cnc([N+](=O)[O-])c1C(=O)Nc1cccc([N+](=O)[O-])c1,1%,5%,-13%,0%,-5%,-3,13,-4,7,-1%
COC(=O)c1ccccc1NC(=O)C1CCCCC1C(=O)O (configuration not stated),3%,0%,2%,4%,2%,2,0,-22,-6,2%
COC(=O)c1cc(Cl)cc(Cl)c1OS(=O)(=O)N(C)C,9%,5%,4%,7%,-25%,11,nt,-8,-11,11%
Cc1cc(C)c(S(=O)(=O)N(CC(=O)N2CCCC2)C2CCCCC2)c(C)c1,nt,nt,7%,nt,nt,?,-9,-1,nt,nt
O=C(COC(=O)c1ccc(O)cc1)NC1CCCCCC1,-2%,?,-4%,4%,-10%,0,-15,-2,-12,2%
Nn1c(C2CCC2)nc2cc(Cl)ccc2c1=O,1%,-3%,1%,-3%,-2%,6,-4,-11,0,0%
CC(=O)c1c(N)c(C#N)c(C)n1-c1ccc(Br)cc1,-2%,-12%,-4%,1%,-29%,0,1,-6,5,-11%
CNc1nc(N)nc(-c2cc(Cl)ccc2OC)n1,0%,8%,4%,-8%,2%,0,-6,1,-9,-3%[11.5 µM]
Clc1ccc(Sc2ccc(/C=N/n3cnnc3)o2)cc1,-1%,-6%,-4%,4%,-26%,8,-4,0,2,2%
O=S(=O)(c1cc(F)ccc1F)N1CCN(c2ncnc3ccccc23)CC1,6%,4.6µM*,nt,3%,-3%,nt,8,-7,nt,-4%
COc1ccc(NC(=O)CSc2nc3[nH]ncc3c(=O)n2-c2ccccc2C)cc1OC,-1%,11%,-9%,1%,10%,1,7,18,1,4%
CCOC(=O)c1cc(-c2ccc(N3CCOCC3)cc2)nn1-c1ccccc1C(=O)O,-1%,21%,6%,-3%,4%,-6,7,4,3,4%
CCC1CN(C(=O)NCc2ccc(F)cc2)c2cc(Cl)ccc2O1 (configuration not stated),1%,-1%,15%,1%,-10%,?,-16,5,-1,8%
O=C(CN1CCCCCC1)Nc1ccccc1,-3%,14%,1%,-1%,-12%,9,6,-6,3,1%
Cc1cc(C(=O)C(=O)N(C)C)c(C)n1-c1ccc(Cl)cc1,1%,3%,5%,-1%,6%,4,nt,-2,3,-3%
Fc1ccc(C2N(c3ccccc3)C(=S)N3CCCN23)cc1 (configuration not stated),0%,-14%,-2%,-1%,10%,-7,-100*,-110*,9,nt
COC(=O)[C@@]12CCCCN1[C@H](c1ccc(-c3ccc(OC)cc3)cc1)[C@H]1C(=O)N(C)C(=O)[C@H]12,-1%,?,18%,-10%,13%,2,2,0,-9,17%
O=C(CCc1n[nH]c(=O)[nH]c1=O)N/N=C/c1ccco1,8%,7%,0%,3%,-26%,1,nt,2,-9,-1%
COc1ccc2c(C)cc(=S)[nH]c2c1,2%,9%,7%,3%,-3%,-5,-16,-3,4,nt
Cc1ccc(C)c2[nH]c(=O)c(CCNC(=O)c3ccc4c(c3)OCO4)cc12,-1%,?,1%,3%,2%,1,8,-14,1,0%
Cc1ccc(SCC(=O)O/N=C(\N)c2cccnc2)cc1,0%,?,1%,nt,-2%,4,-4,3,-8,9%
Cc1nc2cc(NC(=O)C3COc4ccccc4O3)ccc2s1 (configuration not stated),2%,?,-2%,4%,5%,12,-12,-11,19,-1%
COc1ccc(NC(=O)CCC(=O)Nc2nnc(C(C)C)s2)cc1Cl,2%,?,0%,8%,4%,2,26,0,2,-2%
COc1cccc(C2CC(=O)Nc3cc(OC)c(OC)c(OC)c32)c1OC (configuration not stated),-1%,?,-5%,-7%,-1%,8,8,1,12,7%
O=C(O)c1ccccc1-c1ccccc1C(=O)NCc1ccco1,1%,21%,-1%,2%,-7%,1,16,-12,1,-4%
CC1=NCCN1CCNC(=O)Nc1ccc(F)cc1,0%,9%,1%,-1%,12%,1,-4,-1,-3,4%
COc1ccc(CNC(=O)c2nnn(-c3cccc(C(F)(F)F)c3)c2N)cc1,-5%,?,3%,-15%,-11%,14,0,-18,0,1%
COc1ccccc1CNC(=O)CCS(=O)(=O)c1ccc(Cl)cc1,0%,5%,3%,6%,16%,?,-5,-13,3,4%

Among those listed so far, these contain a nitro group on carbon:
mol,USP2a block,ELG1 repair inh,Mito fusion act,TCR activator,Eya2 phos inh,TRPV1 ag,KCNH2 3.1 block,hERG WT inh,TSHR antagonist,AT treatment
O=C(Nc1cccc([N+](=O)[O-])c1)C1C2CC/C=C\CCC21 (configuration not stated),-2%,2%,9%,2%,-2%,22,8,-9,-11,2%
Cn1cnc([N+](=O)[O-])c1C(=O)Nc1cccc([N+](=O)[O-])c1,1%,5%,-13%,0%,-5%,-3,13,-4,7,-1%

(more compounds)
mol,USP2a block,ELG1 repair inh,Mito fusion act,TCR activator,Eya2 phos inh,TRPV1 ag,KCNH2 3.1 block,hERG WT inh,TSHR antagonist,AT treatment
COc1cccc(OC)c1C(=O)NC(=S)N1CCOCC1,1%,3%,1%,0%,6%,-3,7,-5,-4,11%
Cc1cc(S(=O)(=O)n2cnc3cc([N+](=O)[O-])ccc32)ccc1Cl,-1%,-29%,8%,0%[46.1 µM],-21%,1,1,-10,53,2%
CCCn1c(CN2CCN(C(=O)OCC)CC2)nc2cc([N+](=O)[O-])ccc21,3%,2%,4%,-1%,-3%,7,-1,8,-12,4%
CC(C)=CC(=O)Nc1ccccc1Br,2%,18%,3%,1%,-28%,6,14,-15,-7,-3%
C=CCn1c(C(C)NC(=O)c2cccs2)n[nH]c1=S (configuration not stated),0%,0%,-6%,0%[46.1 µM],4%,0,-9,-10,1,8%
